Bioassay records from PubChem BioAssay.
NRP1-CendR mod = modulators of CendR peptide binding to human neuropilin-1; O14786; FAM-RPARPAR peptide binding to NRP-1, fluorescence polarization; inhibition, % at 25 µM; 0.85% of 360,000 active;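 active = inhibition or corrected inhibition above about 18%, plus a signal ratio from 0.5 to 1.5, limit read from the data, passing the limit was not always enough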; also: strong numbers were not always called active
DNMT1 block = inhibitors of human DNMT1; 0.83% of 360,000 active; P26358; inhibition (reported as % activation of signal), % at 10 µM; DNMT1 molecular beacon, Hinp1I cleavage, fluorescence; in the data active = inhibition above about 50%
E coli Lon inh = inhibitors of E. coli Lon protease | P0A9M0 | purified E. coli Lon protease, fluorescence polarization | inhibition, % at 7.94 µM | 0.42% of 360,000 active | AID 602123; in the data active = inhibition above about 13%, passing the limit was not always enough;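 also: 0% = enzyme with probe and DMSO and 100% = no enzyme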
SUMO1 PPI mod = alters human SUMO1 binding to SIM partners | inhibition, % at 20 µM | SUMO1 binding to a labelled peptide, TR-FRET, 1 h | 0.33% of 360,000 active; in the data active = inhibition above about 37%
Target sequence (P63165 whole entry, looked up): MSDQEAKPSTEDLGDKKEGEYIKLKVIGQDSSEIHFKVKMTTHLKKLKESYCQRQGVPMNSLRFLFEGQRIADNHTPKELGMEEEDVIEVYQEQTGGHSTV
TbMetRS inhib = Trypanosoma brucei MetRS inhibition | purified T. brucei MetRS, ATP depletion, Kinase-Glo luminescence | 0.4% of 360,000 active | inhibition, % at 11.9 µM;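 active = inhibition above a per-plate cutoff of the control wells' mean inhibition plus 3 SD, cut at about 5.5% in these data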;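 also: 0% = DMSO wells median and 100% = median of wells with control inhibitor compound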
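Measured by: Kinase-Glo luciferase luminescence reporting remaining unconsumed ATP. Material: purified T. brucei MetRS enzyme. Doses: 11.9 µM compound single dose, 0.9% DMSO. Medium: HEPES buffer containing pyrophosphatase, BSA, spermine, DTT. Times: 15 min preincubation, 2 h reaction, all 25 °C. Reagent: methionine, ATP and bulk E. coli tRNA.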
Scp-1 inhibitor = Scp-1 (human) phosphatase inhibition | Q9GZU7 | Recombinant Scp1, phosphopeptide, malachite green phosphate absorbance | inhibition, % at 20 µM | 0.88% of 340,000 active;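 active = inhibition above about 50% at 20 µM, limit read from the data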;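 also: plate controls were DMSO wells with enzyme for no effect and wells lacking enzyme for full effect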
Target sequence (Q9GZU7 76-261 limits assumed): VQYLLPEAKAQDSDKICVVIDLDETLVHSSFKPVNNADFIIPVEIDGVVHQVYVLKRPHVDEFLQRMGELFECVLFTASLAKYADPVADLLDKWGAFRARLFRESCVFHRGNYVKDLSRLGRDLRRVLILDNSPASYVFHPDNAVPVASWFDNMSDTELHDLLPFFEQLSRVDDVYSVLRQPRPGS
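Test system: SCP-1 phosphatase catalytic domain, residues 76-261; measured by: colorimetric phosphate reagent with accelerator and stabiliser, absorbance at 630 nm; timing: enzyme reaction 45 min at room temperature, colour 5 min, stabilisation 30 min; also added: Phosphorylated 17-residue peptide substrate; compound dosing: one concentration, 20 µM, with 1.0% DMSO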
MsrA act = bovine methionine sulfoxide reductase A activation; purified bovine MsrA, absorbance read-out; AID 602163; activation, % at 10.6 µM; 0.3% of 360,000 active; in the data active = activation above about 7.5%;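 also: 0% = vehicle and 100% = reference activator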
STEP block = STEP (human) phosphatase inhibition; inhibition, % at 20 µM; AID 588621; 0.25% of 360,000 active; recombinant STEP, OMFP fluorogenic substrate, fluorescence; P54829;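 active = inhibition at 20 µM, scaled per plate between control wells, above about 37%, limit read from the data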;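 also: 0% = DMSO with enzyme and substrate and 100% = substrate only without enzyme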
Target sequence (P54829 whole entry, looked up): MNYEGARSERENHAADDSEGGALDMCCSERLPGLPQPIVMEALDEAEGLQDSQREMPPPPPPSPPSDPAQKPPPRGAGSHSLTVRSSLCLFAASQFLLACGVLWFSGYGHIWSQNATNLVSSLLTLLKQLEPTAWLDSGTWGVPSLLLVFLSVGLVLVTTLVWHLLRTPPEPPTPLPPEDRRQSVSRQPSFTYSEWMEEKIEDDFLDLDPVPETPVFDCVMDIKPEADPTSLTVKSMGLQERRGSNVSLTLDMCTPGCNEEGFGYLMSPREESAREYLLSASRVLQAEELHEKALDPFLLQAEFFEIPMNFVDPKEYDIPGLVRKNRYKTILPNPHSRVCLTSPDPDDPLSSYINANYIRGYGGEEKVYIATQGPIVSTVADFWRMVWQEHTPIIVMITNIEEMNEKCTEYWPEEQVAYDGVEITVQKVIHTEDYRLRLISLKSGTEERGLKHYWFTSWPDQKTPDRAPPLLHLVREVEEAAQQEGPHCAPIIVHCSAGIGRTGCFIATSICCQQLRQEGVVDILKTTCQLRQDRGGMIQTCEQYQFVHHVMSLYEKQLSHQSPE
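Test system: STEP tyrosine phosphatase / Reagent: OMFP at 25 µM / Doses: 20 µM, 1% DMSO / Read-out: percent inhibition scaled to no-enzyme and uninhibited-enzyme controls, plate-pattern corrected / Detection: FITC-channel fluorescence of OMFP product / Medium: Bis-Tris buffer pH 6.0, 2.5 mM DTT, 0.005% Tween 20 / Schedule: 20 min at room temperature, dark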
LMPTP inh = LMPTP (human) inhibition | P24666 | recombinant LMPTP-A, OMFP fluorogenic substrate, fluorescence intensity | inhibition, % at 20 µM | 0.22% of 360,000 active | AID 651560;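 active = compounds that cut the enzyme signal by at least half of the control window in the single-dose screen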;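 also: plate controls were DMSO wells with enzyme plus substrate for no effect and substrate without enzyme for full effect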
Target sequence (P24666 whole entry, looked up): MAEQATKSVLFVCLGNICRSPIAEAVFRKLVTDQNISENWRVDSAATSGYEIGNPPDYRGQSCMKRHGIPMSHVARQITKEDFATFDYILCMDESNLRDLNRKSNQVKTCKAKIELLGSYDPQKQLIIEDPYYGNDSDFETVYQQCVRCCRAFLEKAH
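Test system – LMPTP-A enzyme · Amount – LMPTP-A at 0.625 nM final in the reaction · Buffer or medium – Bis-Tris pH 6.0, DTT, detergent · Reagent – OMFP 400 µM · Doses – single 20 µM dose · Schedule – reaction 50 min, room temperature, dark · Detection – fluorescence intensity of OMFP turnover product · Evaluation – percent inhibition versus substrate-only and uninhibited controls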
MsrA inhibitor = inhibits bovine methionine sulfoxide reductase A | purified bovine MsrA, absorbance read-out | inhibition, % at 15.5 µM | 0.75% of 360,000 active | AID 651718; in the data active = inhibition above about 4.5%;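 also: 0% = vehicle wells with enzyme and 100% = reference inhibitor wells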
* hit, by the source's call; . = no result given.

SMILES	NRP1-CendR mod	DNMT1 block	E coli Lon inh	SUMO1 PPI mod	TbMetRS inhib	Scp-1 inhibitor	MsrA act	STEP block	LMPTP inh	MsrA inhibitor
COc1ccc(S(N)(=O)=O)cc1C(=O)NCCCN1CCN(c2ccccc2OC)CC1	4	-5	2	-3	0.1	-7	-4	-2	-1.3	0.4
COc1ccccc1C(=O)N1CCCC1(C#N)c1ccccc1 (stereo unspecified)	17	1	3	-2	0.6	0	1	-2	-0.9	-0.4
COC(=O)COc1cccc(NC(=O)c2cc(OC)cc(OC)c2)c1	5	-2	5	-2	0.3	-8	-3	-1	1.1	-0.5
Cc1ccc(CN2C(=O)CNC2=S)cc1	0	-1	-5	-4	-0.5	-7	-7	2	-0.3	-0.4
O=C(Nc1cccn(Cc2c(Cl)cccc2Cl)c1=O)c1ccc(Cl)cc1Cl	-15	-12	0	-2	-0.6	-17	-1	-1	2.3	1.2
O=C(Nc1cccc(-c2csc(Nc3cccc(C(F)(F)F)c3)n2)c1)c1cc([N+](=O)[O-])cc(C(F)(F)F)c1	6	-17	1	4	-0.2	-6	-3	-2	6.6	0.4
CCCCCCn1c(SCCOC)nc2c1c(=O)[nH]c(=O)n2C	4	1	-9	4	-0.5	-7	-1	12	-1.3	1.8
Nc1nc(N)c2cc(Sc3ccc4ccccc4c3)ccc2n1	-8	-13	0	-24	0.6	3	-3	12	30	1.6
Cc1ccc(NC(=O)c2ncn(CCCNCCCN(C)C)n2)cc1C	4	3	-4	-22	-1.3	-11	2	-4	-9.7	1.7
CC(C)(C)c1cc(NC(=O)Nc2ccccc2)no1	-2	-1	5	3	0.8	-13	8.2*	-1	1.4	-0.6
CC1(C)Cc2cccc(OCC(=O)N3CCN(c4ccccc4F)CC3)c2O1	1	0	-6	4	0.1	-4	-1	-2	-0.5	-1.2
O=C1CC2CCCC(C1)S2=O (stereo unspecified)	-2	5	-5	0	0.0	.	-2	-2	-0.9	-0.8

Entries of single compounds as entered above. Screens in order: NRP1-CendR mod | DNMT1 block | E coli Lon inh | SUMO1 PPI mod | TbMetRS inhib | Scp-1 inhibitor | MsrA act | STEP block | LMPTP inh | MsrA inhibitor
Cc1ccc(NC(=O)c2ncn(CCCNCCCN(C)C)n2)cc1C in the list: 4 | 3 | -4 | -22 | -1.3 | -11 | 2 | -4 | -9.7 | 1.7
CC(C)(C)c1cc(NC(=O)Nc2ccccc2)no1 in the list: -2 | -1 | 5 | 3 | 0.8 | -13 | 8.2* | -1 | 1.4 | -0.6
COc1ccccc1C(=O)N1CCCC1(C#N)c1ccccc1 (stereo unspecified) in the list: 17 | 1 | 3 | -2 | 0.6 | 0 | 1 | -2 | -0.9 | -0.4

The results go on:
SMILES	NRP1-CendR mod	DNMT1 block	E coli Lon inh	SUMO1 PPI mod	TbMetRS inhib	Scp-1 inhibitor	MsrA act	STEP block	LMPTP inh	MsrA inhibitor
CCN1C(=O)[C@H]2[C@@H](c3ccc(-c4ccc(F)cc4)c(OC)c3)N[C@@](C)(C(=O)OC)[C@H]2C1=O	4	4	-4	13	-0.4	3	-1	-2	0.2	-0.8
C=CCNC(=O)C1CC(=O)N(c2ccc(OCC(=O)Nc3ccc(Cl)c(C(F)(F)F)c3)cc2)C1 (stereo unspecified)	5	30	-2	-3	-0.8	-1	5	-1	-2.4	0.0
COc1ccc(N(CC(=O)Nc2ccc(S(=O)(=O)N3CCCC3)cc2)S(C)(=O)=O)cc1OC	6	2	1	-3	-0.5	-5	4	-1	0.5	-0.7
CC1=C(C(=O)OCc2ccc3c(c2)OCO3)C(c2ccccc2OCc2ccccc2)NC(=O)N1 (stereo unspecified)	-1	-5	-2	1	-0.6	-10	0	-4	1.5	0.4
CC(=O)Oc1ccc(-c2ccc(C(=O)OCC(=O)N(C)CC(=O)Nc3ccccc3Cl)cc2)cc1	6	-3	-9	-1	-0.5	-10	-6	1	0.3	-0.2
CCOc1cc(C2C3=C(CCCC3=O)N(CCC(=O)O)C3=C2C(=O)CCC3)ccc1OS(=O)(=O)c1ccc(C)cc1	11	-4	2	7	0.2	-21	-2	-2	-0.9	0.8
COC(=O)c1cc(NC(=O)CSC2=NCCS2)cc(C(=O)OC)c1	4	1	6	0	-1.4	2	-9	-1	-0.8	-0.2
CCn1c2ccccc2c2cc(NC(=O)CC(C)=O)ccc21	4	-3	5	-1	-0.3	-12	-1	-4	-0.5	-0.2
COc1ccc(NC(=O)CC(Cc2ccccc2)C(=O)O)cc1 (stereo unspecified)	-12	-2	-1	-1	-0.2	-11	-1	1	0.0	-0.5
COc1ccc(OC)c(CC(NC(C)=O)C(=O)NC2CCN(c3nc(OC)nc(OC)n3)CC2)c1 (stereo unspecified)	0	-4	11	-2	-0.5	-3	-4	2	1.1	-0.6
Cc1cc(C)c(S(=O)(=O)NCCSCc2ccco2)c(C)c1	-18	12	-8	4	-0.2	53*	-2	2	2.9	0.3
CCCCC(CC)C(=O)Nc1ccc(S(=O)(=O)Nc2nccs2)cc1 (stereo unspecified)	8	-1	-9	4	-0.6	2	-4	-2	1.1	0.3
CC(C)=CCCC(C)CN1CCC(O)CC1 (stereo unspecified)	8	1	0	0	0.2	-6	-2	-2	-0.3	-1.1
CNC(=O)N(C1=NCC(C)S1)c1ccc(F)cc1F (stereo unspecified)	-4	-4	-6	0	0.0	-5	0	-2	-0.4	-0.3
Cc1ccc(C2CC(C(F)F)n3ncc(C(=O)Nc4cnn(Cc5ccccc5C)c4)c3N2)cc1 (stereo unspecified)	0	-1	-3	2	3.4	-9	2	-3	6.8	-1.2
CCC(=O)N1CCc2cc(S(=O)(=O)CCC(=O)NC3CCCCC3)ccc21	-4	0	-2	1	0.5	-2	0	-2	-1.2	-0.3
COc1ccc(OCCOC(=O)CN2C(=O)NC3(CCCC3)C2=O)cc1	8	-2	3	0	-0.4	6	-4	-2	-0.2	0.8
NC(=O)c1ccc[n+](Cc2cccc3ccccc23)c1	-6	0	-16	-4	-0.5	-4	-2	25	-0.2	0.8
CC(=O)Nc1ccc(Nc2cc(N(C)C)c3nonc3c2[N+](=O)[O-])cc1	-8	31	-2	-38	2.4	-12	-2	4	1.8	3.4
CCOc1cc(C(=O)Nc2ccc(S(=O)(=O)Nc3nnc(CC)s3)cc2)cc(OCC)c1OCC	0	0	-10	4	-0.7	-11	-2	-2	0.2	0.0
O=C(CN1C(=O)/C(=C/c2ccco2)SC1=S)Nc1ccc(C(=O)O)c(O)c1	-149	95*	-52	78*	1.6	50	-7	64*	43	1.4
COCCNc1ncnc2c1ncn2[C@H]1CN(Cc2ccc(Cl)cc2)C[C@@H](CO)O1	0	-5	-15	0	-0.2	.	-5	5	3.0	1.1
CCOc1ccccc1CNC(=O)Cn1ccc2cc(S(=O)(=O)N3CCC(C)CC3)ccc21	1	-5	-1	4	-0.2	-12	-2	2	4.5	.
Cc1ccc(Cl)cc1Nc1nc(-c2sc(NC(=O)C(C)(C)C)nc2C)cs1	-35	-38	-20	104*	0.0	14	-1	1	1.5	-0.8
Cc1cccc(C)c1OCc1cc(C(=O)NCc2ccc(Cl)s2)no1	8	-7	-5	2	0.2	-7	-5	0	3.9	-0.3
O=C(COC(=O)c1cccc(S(=O)(=O)N2CCOCC2)c1)Nc1ccc2c(c1)OCO2	12	-2	-6	0	-0.1	-8	7	-2	0.3	2.0
CCc1nnc(NC(=O)CN2CCN(Cc3ccccc3C)CC2)s1	0	1	6	1	-1.1	-10	-6	-1	-2.8	-0.8
Cc1ccc([C@@H]2C[C@H]3[C@@H](CN2S(=O)(=O)c2ccc(C)cc2)C(=O)C[C@@H](c2ccc(C)cc2)N3S(=O)(=O)c2ccc(Cl)cc2)cc1	-3	2	-12	4	0.4	.	-2	3	0.4	0.1
O=C(COC(=O)c1cc(Cl)ccc1O)Nc1cc(C(F)(F)F)ccc1N1CCOCC1	0	-1	-8	-1	-0.1	-16	-1	2	1.4	-0.4
O=C(Nc1ccc2c(c1)OCO2)c1csc([C@@H]2C[C@H](O)[C@@H](CO)O2)n1	16	3	-11	3	-0.2	.	-3	-2	-1.5	0.5
COc1ccc(N(CC(=O)N2CCCCCC2)S(C)(=O)=O)cc1Cl	6	6	4	5	-0.3	-7	-1	1	-1.1	-0.2
Cc1cnc(NC(=O)Cn2cnc3c2c(=O)n(C)c(=O)n3C)s1	-14	0	-5	0	-0.4	-5	-3	0	-0.8	0.0
CN(Cc1ccsc1)C(=O)CCc1nnc(CCCc2ccccc2)o1	0	0	11	-4	-0.1	-3	-4	-4	-1.4	1.5
O=C(CC12CC3CC(CC(C3)C1)C2)NCC(c1ccc(F)cc1)N1CCOCC1 (stereo unspecified)	8	-2	1	1	0.0	-4	-2	-1	-1.6	-0.5
Cc1ccc(S(=O)(=O)NCCC(=O)N2CCOCC2)cc1C	9	2	-17	1	-0.3	-5	-2	0	-0.7	0.9
CCOc1ccc(-c2c(C(=O)N/N=C/c3ccccc3)nnn2-c2nonc2N)cc1	0	7	11	2	0.4	-3	-3	3	1.1	-0.3
O=C1NC[C@H](CCCCN2C[C@H](Cc3ccccc3)N(Cc3ccccc3)C(=O)C2=O)N(CC2CCCCC2)C1=O	5	.	-9	3	-0.6	.	-2	.	-0.1	0.1
Cc1ccc(OCCNC(=O)Cn2cnc3c(=O)n(C)c(=O)n(C)c32)cc1C	-4	-5	-5	-5	0.4	-21	-3	0	-0.9	0.6
O=C(CN(C(=O)C1COc2ccccc2O1)c1ccccc1)NCC1CCCO1 (stereo unspecified)	-3	5	-4	4	0.1	3	-3	2	-1.1	0.4
COc1ccc2nc(-c3ccccc3)[nH]c(=O)c2c1	-19	4	-4	-5	-0.4	4	-4	-1	-0.3	-0.1
O=C(NCc1ccncc1)c1cc(-c2ccc(Cl)cc2)oc1C(F)(F)F	-6	1	7	-4	-0.9	5	-7	-2	0.6	-0.8
COc1ccccc1/C=C/C1(C(=O)NC2CCCC2)CC(=O)N1c1ccccc1 (stereo unspecified)	-2	1	1	0	-0.4	-9	-2	2	1.0	-0.2
CCN(CC)S(=O)(=O)c1ccc(C)c(NC(=O)CNc2cccc(S(=O)(=O)N3CCCC3)c2)c1	9	-4	6	1	-0.4	-3	-3	0	-0.1	-0.3
O=C(/C=C/Nc1ccc(S(=O)(=O)Nc2ncccn2)cc1)c1ccc(Cl)c(Cl)c1	3	2	-14	-11	-0.7	-5	-3	3	-1.0	-0.8
